# IL1B secr inh – blocks inflammasome-driven IL-1 beta release; 4.7% of 360,000 active; activity change, % at 57.5 µM; AID 743279; THP-1 LPS/ATP IL-1B secretion, AlphaLISA, 16 h; active compounds read low; in the data active means activity change below about -50%; inconclusive means mostly about -30% to -49%; further: on the % scale 0 is the no-effect control and ±100 the full control effect
#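 THP-1 cells pretreated 1 hr with compounds (up to 57.5 uM final), then stimulated with LPS (250 ng/mL final) plus ATP (1.25 mM final); secreted IL-1B measured by AlphaLISA after 16 hr, decreased signal indicating inhibition.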
# MCF10A rereplic – induces DNA re-replication in MCF 10a normal breast cells. AID 624296. MCF 10A DNA re-replication, Hoechst nuclear intensity, 48 h. 2.9% of 350,000 active. Potency, µM (doses to about 46.1 µM), for inactives: at the highest dose activity, positive = re-replication, usual class: activators; further: potency means the concentration at half of the fitted maximal effect; % of control where 0% means no effect; nearly all actives have a fitted effect of over 50% in size
# SW480 rereplic – DNA re-replication induction in SW480 cells | SW480 DNA re-replication, Hoechst DNA content imaging, 48 h | Potency, µM (doses to about 46.1 µM), inactives show at the highest dose re-replication activation, usual class: activators | 1.8% of 340,000 active; further: potency means the concentration at half of the fitted maximal effect; % of control where 0% means no effect; nearly all actives have a fitted effect of over 55% in size
#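 Hoechst fluorescence of nuclei (405 nm excitation, 500-530 nm emission) measured by plate-scanning imager after 48 hr compound exposure at 37 C; re-replication scored as increased number of nuclei with elevated intensity.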
# HT1080NT lethal – kills 2HG-producing HT-1080-NT fibrosarcoma cells | HT-1080-NT fibrosarcoma viability, CellTiter-Glo ATP luminescence, 48 h | Potency, µM (top dose mostly 46.1 µM), for inactives: at the highest dose activity, negative = less viability, hits mostly cytotoxic | 1.6% of 360,000 active | AID 686970;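 further: NT is the 2HG producing partner of a matched IDH1 knockdown line; potency means the concentration at half of the fitted maximal effect; 0% = DMSO-treated cells and -100% = media-only wells without cells; nearly all actives have a fitted effect of over 55% in size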
#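 Compounds were tested in concentration-response format on HT-1080-NT cells for 48 hours at 37 degrees C. Cell viability came from CellTiter-Glo luminescence; curves were classified by r2, response magnitude and activity.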
# KB-3-1 cytotox – KB-3-1 parental cell cytotoxicity; KB-3-1 viability, CellTiter-Glo ATP luminescence, 72 h; Potency, µM (doses to about 46.1 µM), without a hit: at the top dose activity change, negative = cytotoxic, hits mostly cytotoxic; 1.4% of 400,000 active; AID 1347075; further: potency means the concentration at half of the fitted maximal effect; on the % scale 0 is the no-effect control and ±100 the full control effect; nearly all actives have a fitted effect of over 60% in size
#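 Parental KB-3-1 adenocarcinoma cells in phenol-red-free DMEM with 10% FBS were pin-treated with compounds at several concentrations, incubated 72 h at 37 °C, and viability read by CellTiter-Glo luminescence; concentration-effect curves were fitted after normalization.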
# KB-V1 MDR tox – KB-V1 MDR subline cytotoxicity. KB-V1 MDR cells viability, CellTiter-Glo, 72 h. 3.4% of 400,000 active. Potency, µM (top dose mostly 46.1 µM), for the others: top-dose activity change, negative = cytotoxicity, most hits filed as cytotoxic; further: potency means the concentration at half of the fitted maximal effect; on the % scale 0 is the no-effect control and ±100 the full control effect; nearly all actives have a fitted effect of over 60% in size
#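 Luminescent ATP read-out (CellTiter-Glo, 10 min) measures survival of drug-selected KB-V1 MDR cells after 72 h, 37 degrees C compound exposure. Medium: phenol-red-free DMEM, 10% FBS. Values from fitted concentration-response curves.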
# HT1080 IDH1KD tx – kills HT-1080 cells with IDH1 knockdown | HT-1080 IDH1 knockdown viability, ATP luminescence, 48 h | 2% of 360,000 active | AID 686971 | Potency, µM (titrated, usually from 46.1 µM), inactives show top-dose activity, negative = toxicity, hits mostly cytotoxic;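 further: potency means the concentration at half of the fitted maximal effect; 0% = DMSO wells and -100% = cell-free medium wells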
#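 After a 2 h attachment period, IDH1KD HT-1080 cells took pin-transferred compound for 48 h at 37 °C; ATP-based luminescence after 10 min room-temperature reagent incubation reported viability.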
# WRN helicase inh – blocks human WRN helicase | Potency, µM (top dose mostly 114 µM), for inactives: at the highest dose activity change, negative = inhibition, most hits filed as inhibitors | WRN helicase unwinding, fluorescent forked duplex, kinetic | 0.46% of 360,000 active; further: potency means the concentration at half of the fitted maximal effect; on the % scale 0 is the no-effect control and ±100 the full control effect; nearly all actives have a fitted effect of over 55% in size
# Target sequence (Q14191 whole entry, looked up): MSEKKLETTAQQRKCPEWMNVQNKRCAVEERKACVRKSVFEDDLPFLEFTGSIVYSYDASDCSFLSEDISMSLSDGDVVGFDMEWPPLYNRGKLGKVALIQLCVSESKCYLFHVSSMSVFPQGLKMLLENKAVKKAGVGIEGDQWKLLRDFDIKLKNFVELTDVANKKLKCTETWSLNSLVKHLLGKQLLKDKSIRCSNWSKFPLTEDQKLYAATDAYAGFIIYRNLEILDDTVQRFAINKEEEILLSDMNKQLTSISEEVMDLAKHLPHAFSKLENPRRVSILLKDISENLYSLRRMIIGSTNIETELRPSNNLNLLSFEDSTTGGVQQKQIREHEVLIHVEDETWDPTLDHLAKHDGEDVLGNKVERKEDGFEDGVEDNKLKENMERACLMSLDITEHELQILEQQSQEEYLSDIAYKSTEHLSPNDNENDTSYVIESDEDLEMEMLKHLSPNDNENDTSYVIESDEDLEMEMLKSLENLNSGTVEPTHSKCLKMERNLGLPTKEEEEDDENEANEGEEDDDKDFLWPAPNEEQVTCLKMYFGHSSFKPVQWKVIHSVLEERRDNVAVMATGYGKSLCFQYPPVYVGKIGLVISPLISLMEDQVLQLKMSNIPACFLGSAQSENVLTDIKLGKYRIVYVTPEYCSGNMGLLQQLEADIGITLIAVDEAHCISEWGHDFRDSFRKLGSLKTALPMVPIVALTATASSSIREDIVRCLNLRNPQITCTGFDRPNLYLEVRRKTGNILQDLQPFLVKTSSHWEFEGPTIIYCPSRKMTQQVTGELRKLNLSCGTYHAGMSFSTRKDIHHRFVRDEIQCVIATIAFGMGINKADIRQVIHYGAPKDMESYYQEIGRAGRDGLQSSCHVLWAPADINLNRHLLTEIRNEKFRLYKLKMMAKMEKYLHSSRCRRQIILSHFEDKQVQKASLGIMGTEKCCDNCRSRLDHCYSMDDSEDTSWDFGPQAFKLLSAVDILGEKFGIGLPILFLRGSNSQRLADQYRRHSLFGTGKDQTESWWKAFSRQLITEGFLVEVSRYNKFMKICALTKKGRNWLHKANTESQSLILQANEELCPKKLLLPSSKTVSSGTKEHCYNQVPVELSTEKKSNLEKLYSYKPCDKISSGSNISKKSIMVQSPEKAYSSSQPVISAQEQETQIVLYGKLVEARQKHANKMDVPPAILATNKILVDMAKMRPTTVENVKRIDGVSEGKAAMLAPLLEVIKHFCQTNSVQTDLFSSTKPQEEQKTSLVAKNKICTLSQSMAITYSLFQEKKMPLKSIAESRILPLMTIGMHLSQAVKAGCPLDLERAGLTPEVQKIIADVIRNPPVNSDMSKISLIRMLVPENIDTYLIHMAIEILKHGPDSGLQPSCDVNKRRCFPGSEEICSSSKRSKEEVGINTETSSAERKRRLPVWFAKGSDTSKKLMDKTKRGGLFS
#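 WRN at 20 nM final preincubated with compound 15 min at room temperature; reaction started with 100 nM fluorophore/quencher forked duplex oligonucleotide and 2 mM ATP final. Unwinding followed kinetically by red fluorescence (ex 525, em 598 nm).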
# ATXN2 expr inh – ATXN2 expression inhibition. HEK-293 ATXN2-luciferase reporter, luminescence, 24 h. Potency, µM (top dose mostly 57 µM), for inactives: at the top dose activity change, negative = inhibition, most hits filed as inhibitors. 0.72% of 360,000 active. AID 1745845; further: potency means the concentration at half of the fitted maximal effect; on the % scale 0 is the no-effect control and ±100 the full control effect; nearly all actives have a fitted effect of over 55% in size
#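 qHTS (up to 57 uM final) was run with 24 h compound exposure of reporter cells at 37 °C. Each well was multiplexed: SteadyGlo luminescence measured ATXN2-luciferase expression after a fluorogenic Gly-Phe-AFC viability readout (25 uM final).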
# An asterisk follows results filed as active; u = inconclusive; x = not tested or not shown; [ ] = another dose, or the depositor's remark. Unless noted, the call rests on the fitted dose curve; in most records, active means well fitted curve in the direction sought with a large enough effect; inconclusive means small, poorly fitted or top-dose-only effect, or another doubt; inactive means no such curve, though single readings can be large; an effect the other way counts as inactive or inconclusive.
SMILES,IL1B secr inh,MCF10A rereplic,SW480 rereplic,HT1080NT lethal,KB-3-1 cytotox,KB-V1 MDR tox,HT1080 IDH1KD tx,WRN helicase inh,ATXN2 expr inh
COc1cc(CCC(=O)Nc2cccc(S(=O)(=O)N(C)C)c2)cc(OC)c1OC,8,-2%,u,7%,-21%,21µM*,8%,5%,-8%
O=C(Nc1cccnc1Cl)c1cc(-c2ccc(Br)cc2)on1,-15,-1%,-6%,4%,13%,-3%,24%,-2%,-3%
Cc1ccc(Cn2cccc2C2=NC(C)CO2)cc1 (stereo unspecified),-21,7%,-3%,-7%,-5%,4%,1%,7%,0%
CCN(CC)S(=O)(=O)c1cccc(NC(=O)CN(C)Cc2cccc(OC)c2)c1,29,u,-96%[inhibitor],-8%,-8%,u,-20%,-27%,u
O=C1NC(=S)NC(=O)C1Nc1ccc(Cl)cc1,-24,u,35%,-4%,u,u,1%,u,-7%
COc1ccc(NC(=O)CN(C)CC(=O)NCC(=O)Nc2ccc(F)cc2)cc1,10,u,0%,7%,9%,-2%,2%,-1%,12%
O=C(CSc1nnc(CNC(=O)c2ccco2)o1)Nc1ccccc1C(F)(F)F,-4,1%,-4%,15%,-7%,-10%,19%,0%[57.1 µM],5%
CCc1noc(C)c1C(=O)NNC(=O)c1ccccc1Cl,23,-8%,15%,11%[9.24 µM],-21%,3%,9%,-5%,10%
O=C1CC(=Nc2ccc([N+](=O)[O-])cc2)NN1c1c(Cl)cc(Cl)cc1Cl,-74*,x,x,-15%,-24%,-1%,-15%,4%,x
O=C(NCCCN1CCCC1=O)c1cc(COc2ccc(F)cc2F)on1,u,0%,6%,4%,u,21%,3%,3%,7%
CCCOC1CCCN(C(=O)c2ccc3oc(C(C)C)nc3c2)C1 (stereo unspecified),5,2%,1%,3%,-2%,u,5%,3%,45%[activator]
O=C(O)CCC(=O)NCc1c(Cl)cccc1Sc1ccc(Cl)cc1,5,-3%,2%,11%,-11%,3%,10%,-10%,-10%
O=C1CCCN1c1cccc(Br)c1,21,4%,-9%,1%,21%,6%,0%,4%,0%
CC1(C)CC(CC(=O)O)(c2ccccc2)CCO1 (stereo unspecified),10,9%,-5%,18%,-2%,13%,7%,1%,3%
O=C1C(=O)N(CCS(=O)(=O)c2ccccc2)c2ccc(F)cc21,3,u,u,-4%,u,-19%,-22%,7%,-13%
Cc1csc(=O)n1CCC(=O)OCC(=O)c1c(N)n(C)c(=O)n(C)c1=O,3,-1%,-9%,-1%,3%,19%,3%,0%,3%
CN(CC(=O)NCCc1ccc(F)cc1)Cc1ccc(Br)cc1,-59*,-2%,-2%,-15%,-4%,u,-11%,-30%,-12%
CC(=O)Nc1cccc(NC(=O)c2cccc3cccnc23)c1,-16,-2%,u,-8%,2%,1%,-1%,-6%,15%
CCn1c(=O)cc(OCC(=O)N2CCN(c3cccc(C(F)(F)F)c3)CC2)c2ccccc21,6,u,14%,-6%,u,u,-13%,0%,-1%
CCCCn1c(=O)c2c(nc3n2CCCN3Cc2ccccc2)n(C)c1=O,26,9%,1%,19%,u,u,22%,-6%,-16%
Cc1cc(OCC(=O)Nc2nccs2)c2c(C)c(C)c(=O)oc2c1,6,x,x,9%,-6%,-5%,1%,-12%,x
O=C(O)c1ccccc1NC(=O)c1cc2ccccc2oc1=O,8,-5%,-4%,4%,2%,4%,1%,-13%,x
CCCC[n+]1ccc(-c2nc3ccc([N+](=O)[O-])cc3[nH]2)cc1,20,-36%[inhibitor],-43%[inhibitor],2%,17%,-8%,5%,1%,2%
O=C(/C=C/c1ccco1)NC(=S)Nc1cccc(C(=O)O)c1,7,-2%,-4%,-3%,7%,u,1%,20µM*,2%
CCn1c2ccccc2c2cnc(N=CN(C)C)c(C#N)c21,-9,3%,0%,-4%,-13%,7.3µM*,-1%,-17%[57.1 µM],3%
COc1ccc(CSC(=N)N)cc1[N+](=O)[O-],-60*,u,u,-6%,u,u,-7%,6%,-11%
COc1ccc(C2c3cc(OC)c(OC)cc3CCN2C(=O)c2cccc([N+](=O)[O-])c2)cc1OC (stereo unspecified),-15,0%,4%,-9%,-10%,-6%,-5%,8%,x
COc1ccc(Nc2cc(Nc3cc(OC)c(OC)c(OC)c3)ncn2)cc1,-80*,u,3%,-23%,-27%,u,-8%,-1%,29%
O=C(Cn1ccc(NC(=O)OCc2ccccc2)nc1=O)NCCCc1ccccc1,0,u,0%,u,-3%,-29%,u,2%,u
N#Cc1sc2nc(C3CC3)cc(-c3ccccc3)c2c1N,14,u,-1%,6%,u,-26%,-1%,-11%,5%
COc1cccc(CNC(=O)CN2C(=O)COc3ccc(S(=O)(=O)N4CCCCC4)cc32)c1,-12,-2%,15%,-9%,-15%,-8%,-2%,-8%,1%
Cc1ccc(S(=O)(=O)C(C#N)c2nc3ccccc3nc2N2CCN(C)CC2)cc1 (stereo unspecified),-14,u,13%,0%,u,-22%,8%,-14%,-15%
CN(Cc1ccccc1)C(=O)c1ccc(S(=O)(=O)N(C)c2ccccc2)cc1,-8,13%,-2%,-1%,-14%,-5%,-2%,-2%,x
Cc1cccc(NC(=O)Nc2ccc([N+](=O)[O-])cc2)n1,0,2%,-30%,13%,23%,1%,7%,-3%,x
C/C(=N\NC(=O)CC#N)c1cc2ccccc2oc1=O,-21,-1%,2%,-13%,-25%,3%,-11%,9%,-1%
N#C/C(=C/c1ccc([N+](=O)[O-])cc1)C(N)=O,-5,1%,0%,-8%,0%,-1%,11%,12%,-10%
Cn1c(SCC(=O)Nc2ccc3c(c2)OCO3)nnc1C(F)(F)F,4,7%,4%,-3%,-2%,14%,0%,1%,x
CCc1nc(SCC(=O)O)c(C#N)c2c1CCCC2,-12,-31%[inhibitor],u,0%,-15%,1%,u,-3%,-20%
CCOC(=O)c1cccc(NC(=O)CSc2nnnn2CC)c1,-2,3%,-5%,-5%,-13%,0%,-6%,0%,-22%
COc1ccc(CC(=O)NNC(=O)c2ccc(Br)o2)cc1,7,0%,-1%,13%,-3%,9%,10%,-3%,3%

# 11 compounds from above, arranged by formula weight, highest first.
SMILES,IL1B secr inh,MCF10A rereplic,SW480 rereplic,HT1080NT lethal,KB-3-1 cytotox,KB-V1 MDR tox,HT1080 IDH1KD tx,WRN helicase inh,ATXN2 expr inh
COc1ccc(C2c3cc(OC)c(OC)cc3CCN2C(=O)c2cccc([N+](=O)[O-])c2)cc1OC (stereo unspecified),-15,0%,4%,-9%,-10%,-6%,-5%,8%,x
Cc1ccc(S(=O)(=O)C(C#N)c2nc3ccccc3nc2N2CCN(C)CC2)cc1 (stereo unspecified),-14,u,13%,0%,u,-22%,8%,-14%,-15%
O=C(Cn1ccc(NC(=O)OCc2ccccc2)nc1=O)NCCCc1ccccc1,0,u,0%,u,-3%,-29%,u,2%,u
CN(Cc1ccccc1)C(=O)c1ccc(S(=O)(=O)N(C)c2ccccc2)cc1,-8,13%,-2%,-1%,-14%,-5%,-2%,-2%,x
COc1ccc(Nc2cc(Nc3cc(OC)c(OC)c(OC)c3)ncn2)cc1,-80*,u,3%,-23%,-27%,u,-8%,-1%,29%
Cn1c(SCC(=O)Nc2ccc3c(c2)OCO3)nnc1C(F)(F)F,4,7%,4%,-3%,-2%,14%,0%,1%,x
CCOC(=O)c1cccc(NC(=O)CSc2nnnn2CC)c1,-2,3%,-5%,-5%,-13%,0%,-6%,0%,-22%
N#Cc1sc2nc(C3CC3)cc(-c3ccccc3)c2c1N,14,u,-1%,6%,u,-26%,-1%,-11%,5%
CCc1nc(SCC(=O)O)c(C#N)c2c1CCCC2,-12,-31%[inhibitor],u,0%,-15%,1%,u,-3%,-20%
Cc1cccc(NC(=O)Nc2ccc([N+](=O)[O-])cc2)n1,0,2%,-30%,13%,23%,1%,7%,-3%,x
C/C(=N\NC(=O)CC#N)c1cc2ccccc2oc1=O,-21,-1%,2%,-13%,-25%,3%,-11%,9%,-1%

# More compounds.
SMILES,IL1B secr inh,MCF10A rereplic,SW480 rereplic,HT1080NT lethal,KB-3-1 cytotox,KB-V1 MDR tox,HT1080 IDH1KD tx,WRN helicase inh,ATXN2 expr inh
O=C(NCc1ccccc1)c1onc(CSc2ccc(Cl)cc2)c1C(=O)NCc1ccccc1,-27,u,-3%,7%,-19%,1%,6%,7%,-16%
COc1cccc(CNC(=O)N2CCN(c3ccccc3Cl)CC2)c1,-30,u,0%,2%,21%,-30%,0%,-9%,7%
COC(=O)c1ccc(CN(c2ccc(C(=O)O)c(O)c2)S(=O)(=O)c2ccc(Cl)c([N+](=O)[O-])c2)cc1,-86*,3.7µM*,-1%,-9%,12%,20%,-16%,-10%,u
COCCCNC(=S)NC(=O)c1ccc([N+](=O)[O-])cc1,0,-1%,-56%[inhibitor],9%,-1%,-28%,20%,6%,16%

# From PubChem
